HepG2 tox: qHTS for Inhibitors of TGF-b: Cytotox Counterscreen; HepG2 CAGA-GFP viability, ATP luminescence, 18 h; Potency, µM (highest dose often 46.1 µM), for the others: at the highest dose activity change, negative = cytotoxicity, actives largely listed as cytotoxic; 410,000 compounds, 0.76% hits; AID 588856, 2011; further: potency means the concentration at half of the fitted maximal effect; some results filed as inactive show a strong effect at the top dose
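CellTiter-Glo luminescence gave cytotoxicity after 18 hours at 37 degrees C. The cells were HepG2 CAGA-GFP in 1% FBS DMEM, stimulated with 500 pg/mL TGF-beta after compound addition. %Activity was normalised to no-cell wells (complete cell-killing) and DMSO (no toxicity), and curves were fitted and classified.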
Nrf2 block: Nrf2 qHTS screen for inhibitors; A549 ARE-Fluc reporter, luciferase luminescence, 18-24 h; Potency, µM (highest dose often 46 µM), for inactives: at the highest dose activity change, negative = inhibition, most hits filed as inhibitors; 360,000 compounds, 2.1% hits; further: potency means the concentration at half of the fitted maximal effect; on the % scale 0 is the no-effect control and ±100 the full control effect; nearly all actives have a fitted effect of over 60% in size
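In this cell-based qHTS, ARE-driven firefly luciferase in A549 cells reports Nrf2 activity; the luminescent signal after BugLite lysis is the measured value, with a prior CellTiter-Fluor read for cell health.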
TGFb SMAD3 inh: qHTS for Inhibitors of TGF-b; AID 588855, 2011; Potency, µM (highest dose often 46.1 µM), for inactives: top-dose activity, negative = inhibition, actives largely listed as inhibitors; HepG2 CAGA-GFP TGF-b/SMAD3 reporter, GFP fluorescence, 18 h; TGF-beta stimulated, 500 pg/mL final; 410,000 compounds, 1.2% hits; further: potency means the concentration at half of the fitted maximal effect; on the % scale 0 is the no-effect control and ±100 the full control effect; nearly all actives have a fitted effect of over 65% in size
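Inhibition was scored as loss of TGF-beta-induced (500 pg/mL final, 18 hours, 37 degrees C) GFP in HEPG2 cells carrying a CAGA-GFP reporter, in DMEM with 1% FBS. Well GFP was summed per cell; Activity was normalised to unstimulated and stimulated DMSO wells, then concentration-response fitting.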
A549 tox: Nrf2 qHTS screen for inhibitors: counterscreen for cytotoxicity; A549 ARE-Fluc cells, CellTiter-Fluor viability, 18-24 h; Potency, µM (doses to about 46 µM), without a hit: top-dose activity change, negative = cytotoxicity, most hits filed as inhibitors; 390,000 compounds, 0.16% hits; AID 504648, 2011; further: potency means the concentration at half of the fitted maximal effect; on the % scale 0 is the no-effect control and ±100 the full control effect
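A549 ARE-Fluc cells in 5% FBS OPTI-MEM, 5000 cells/well, rested 2 h then exposed to compounds in concentration-response for 18-24 h at 37 °C. Viability by CellTiter-Fluor fluorescence (Ex 405/Em 525) after 30 min; luciferase luminescence (BugLite, 15 min, RT) read afterwards.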
ATXN2 expr inh: Primary qHTS for Inhibitors of ATXN expression; HEK-293 ATXN2-luciferase reporter, luminescence, 24 h; Potency, µM (series often up to 57 µM), without a hit: at the top dose activity change, negative = inhibition, actives largely listed as inhibitors; 360,000 compounds, 0.72% hits; AID 1745845, 2022; further: potency means the concentration at half of the fitted maximal effect; on the % scale 0 is the no-effect control and ±100 the full control effect; nearly all actives have a fitted effect of over 55% in size
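qHTS (up to 57 uM final) was run with 24 h compound exposure of reporter cells at 37 °C. Each well was multiplexed: SteadyGlo luminescence measured ATXN2-luciferase expression after a fluorogenic Gly-Phe-AFC viability readout (25 uM final).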
MCF10A rerep: A quantitative high throughput screen for small molecules that induce DNA re-replication in MCF 10a normal breast cells. 350,000 compounds, 2.9% hits. MCF 10A DNA re-replication, Hoechst nuclear intensity, 48 h. Potency, µM (titrated, usually from 46.1 µM), without a hit: top-dose activity, positive = re-replication, most hits filed as activators; further: potency means the concentration at half of the fitted maximal effect; % of control where 0% means no effect; nearly all actives have a fitted effect of over 50% in size
Nrf2 activator: qHTS of Nrf2 Activators | AREc32 ARE-luciferase reporter (MCF7-derived line), luminescence, 24 h | Potency, µM (highest dose often 46.1 µM), for inactives: top-dose activation, usual class: activators | 410,000 compounds, 0.31% hits | AID 624171, 2012; further: potency means the concentration at half of the fitted maximal effect; % of control where 0% means no effect; nearly all actives have a fitted effect of over 65% in size
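ARE activation measured as luciferase luminescence (Steady-Glo, 30 min RT) in AREc32_Fluc cells after 24 hr compound exposure at 37 deg C, 5% CO2; cells seeded overnight at 1000/well in OPTI-MEM, 5% FBS.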
S2 tox: Viability Counterscreen for Primary qHTS for Inhibitors of ATXN expression. 400,000 compounds, 0.49% hits. Potency, µM (doses to about 56.7 µM), actives largely listed as cytotoxic. S2 cells (HEK-293 line with an ATXN2-luciferase reporter) viability, CellTiter-Fluor protease fluorescence, 24 h; further: potency means the concentration at half of the fitted maximal effect; nearly all actives have a fitted effect of over 40% in size
IL1B secr inh: qHTS for Inhibitors of Inflammasome Signaling: IL-1-beta AlphaLISA Primary Screen | AID 743279, 2014 | 360,000 compounds, 4.7% hits | THP-1 LPS/ATP IL-1B secretion, AlphaLISA, 16 h; active compounds read low | activity change, % at 57.5 µM; in the data active means activity change below about -50%; inconclusive means mostly about -30% to -49%; further: on the % scale 0 is the no-effect control and ±100 the full control effect
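THP-1 cells pretreated 1 hr with compounds (up to 57.5 uM final), then stimulated with LPS (250 ng/mL final) plus ATP (1.25 mM final); secreted IL-1B measured by AlphaLISA after 16 hr, decreased signal indicating inhibition.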
The depositor's hits bear a star; i = inactive; u = inconclusive; x = no result given; & = joins results of further samples; [ ] = another dose, or the depositor's remark. Unless noted, the call rests on the fitted dose curve; in most records, active means well fitted curve in the direction sought with a large enough effect; inconclusive means small, poorly fitted or top-dose-only effect, or another doubt; inactive means no such curve, though single readings can be large; an effect the other way counts as inactive or inconclusive.

Sequence of screens: HepG2 tox	Nrf2 block	TGFb SMAD3 inh	A549 tox	ATXN2 expr inh	MCF10A rerep	Nrf2 activator	S2 tox	IL1B secr inh
- Cc1csc2nc(CN3CCN(CC(=O)N(C)C)CC3)cc(=O)n12
  1.2%	u	2.4%	4.8%	4.1%	-9.3%	-0.4%	i	17.3
- Cc1c(C(c2cc(O)ccc2Cl)c2c(C)n(C)n(-c3ccccc3)c2=O)c(=O)n(-c2ccccc2)n1C
  -10.7%	-13.1%	-0.5%	-0.5%	-27.0%	7.4%	-0.6%	i	-4.3
- CCOC(=O)c1cnc2c(C(=O)OCC)cnn2c1N
  3.8%	20.7%	15.1%	0.3%	15.9%	-6.5%	0.6%	i	-21.7
- Cc1cc(Nc2ccccc2)c2c([N+](=O)[O-])c(C)cc(C)c2n1
  -22.6%	25.4%	u	-2.1%	-8.2%	20.1%	2.1%	u	9.2
- COc1ccc(-n2c(C)nc3cc(C(=O)NC4CCCC4)ccc32)cc1
  -52.7%	x	-4.3%	15.3%	-3.5%	x	-0.4%	i	x
- CCOC(=O)c1oc2nc3c(cc2c1N)CCCC3
  -40.1%	u	-32.0%	0.8%	9.1%	u	0.0%	i	14.7
- CCNc1nc(NC(C)C)nc(OCC)n1
  -10.4%	10.7%	-10.4%	3.6%	-0.1%	-1.0%	0.3%	i	-19.7
- COC(=O)C1C(c2ccc(Br)cc2)Nc2nnc(C(F)(F)F)n2C1(C)O (stereo unspecified)
  0.0%	0.1%	25.8%	3.4%	7.9%	u	8.9%	i	-1.3
- OCCCn1c(-c2ccccc2)n[nH]c1=S
  0.2%	4.1%	12.3%	0.2%	28.8%	-1.2%	4.0%	i	-7.6
- CN1C(=O)c2ccccc2C(C(=O)O)C1c1cn(C)c2ccccc12 (stereo unspecified)
  2.4%	-5.3%	11.3%	1.1%	-1.5%	2.8%	-0.8%	u	60.1
- CCc1nc2ccc(C(=O)NCCCn3ccnc3)cn2c1N(CC)Cc1cccc(Br)c1
  -4.1%	x	-2.8%	x	-15.2%	x	4.9%	i	-14.0
- CCN1C(=O)C(=O)N(CC(=O)NC(C)CCc2ccccc2)C1=O (stereo unspecified)
  -45.1%	7.2%	-6.9%	-5.0%	-1.1%	3.4%	-0.3%	i	-0.8
- O=C1c2ccccc2CN1CCNC(=S)NC1CCCCC1
  -9.8%	25.0%	-8.4%	-0.5%	24.1%	0.0%	0.2%	i	-0.8
- Cc1ccc(/C=N/NC(=O)CSc2nc3ccccc3n2C)s1
  -22.2%	-1.1%	-12.5%	u	6.2%	u	0.4%	i	0.0
- COCc1ccc(C(=O)N2CCCC(Nc3ccc(C(C)C)cc3)C2)o1 (stereo unspecified)
  5.6%	-4.6%	11.5%	2.1%	3.4%	1.0%	1.7%	i	-12.8
- Cc1ccc(N2C(=O)c3cccc([N+](=O)[O-])c3C2=O)cc1C
  -1.9%	u	6.8%	0.0%	-6.1%	6.0%	0.3%	i	u
- CC(C)c1csc(CN2CCN(Cc3ccc(F)c(F)c3)C(CCO)C2)n1 (stereo unspecified)
  -1.5%	u	-9.3%	-2.7%	0.9%	1.1%	3.7%	i	24.7
- O=C1N=c2ccccc2=C1c1sc(=S)n(-c2ccc(O)cc2)c1O
  -4.0%	-7.7%	0.5%	-16.3%	-7.9%	2.5%	6.2%	i	u
- COc1ccc(CCNC(=O)c2[nH]c(C)c(C(C)=O)c2C)cc1
  -35.3%	x	-16.4%	-4.1%	-7.0%	-2.0%	0.2%	i	-15.8
- COc1ccc(NS(=O)(=O)c2cc(NC(=O)C3CCCCC3)ccc2N2CCOCC2)cc1
  1.0%	u	1.8%	-11.2%	u	u	0.3%	i	0.0
- COc1ccc(OC)c(-c2nnc3n2N=C(c2ccc(OC)c(OCC4CC4)c2)CS3)c1
  -25.8%	14.6µM*	7.94µM*	u	u	u	0.2%	u	x
- Cc1ccc(CCN2CC(C(=O)NCCN3CCCCCC3)CC2=O)cc1 (stereo unspecified)
  5.7%	-2.1%	0.0%	0.6%	1.4%	0.3%	0.2%	i	-1.1
- Cc1ccc(C)c(N(C)C(=O)CCNC(=O)Cn2cnc3ccccc3c2=O)c1
  -1.1%	u	-0.8%	-3.2%	-1.3%	x	0.5%	u	x
- Cc1c(C(=O)/C=C/N(C)C)nnn1-c1ccc(Cl)cc1Cl
  -8.9%	u	20.4%	7.1%	-4.9%	u	2.3%	i	-24.7
- COc1ccc(C(=O)NC2CCN(CC(=O)Nc3cccc(OC)c3)CC2)cc1
  -29.1%	-19.8%	-22.4%	0.6%	8.7%	5.7%	0.5%	i	-23.1
- CCCn1c2ccccc2c2nnc(SC(CC)C(=O)Nc3sc4c(c3C#N)CCCC4)nc21 (stereo unspecified)
  -21.0%	-14.7%	13.4%	-1.6%	-11.7%	22.2%	-0.4%	i	88.4
- O=C(COC(=O)C1COc2ccccc2O1)Nc1cccc(Cl)c1 (stereo unspecified)
  -4.4%	1.1%	-2.9%	-0.7%	-3.2%	-5.6%	-0.5%	i	1.0
- COc1cccc(C(=O)Nc2ccccc2-c2nc(-c3ccc(C)cc3)no2)c1
  0.6%	13.2%	-0.1%	3.9%	x	x	5.0%	x	x
- COC(=O)c1ccc(CN2CCC(CO)(Cc3ccccc3Cl)CC2)cc1
  -13.3%	11.7%	6.9%	1.2%	-20.8%	u	3.2%	i	14.9
- CNS(=O)(=O)c1cnccc1N1CCN(c2cccc(C)c2)CC1
  -2.3%	5.4%	1.6%	-0.4%	6.1%	0.6%	0.2%	i	-2.2

Some of these compounds in order of the Nrf2 block value, ascending:
SMILES	Nrf2 block	IL1B secr inh
CCCn1c2ccccc2c2nnc(SC(CC)C(=O)Nc3sc4c(c3C#N)CCCC4)nc21 (stereo unspecified)	-14.7%	88.4
COC(=O)c1ccc(CN2CCC(CO)(Cc3ccccc3Cl)CC2)cc1	11.7%	14.9
COc1cccc(C(=O)Nc2ccccc2-c2nc(-c3ccc(C)cc3)no2)c1	13.2%	x

(continued)
Sequence of screens: HepG2 tox	Nrf2 block	TGFb SMAD3 inh	A549 tox	ATXN2 expr inh	MCF10A rerep	Nrf2 activator	S2 tox	IL1B secr inh
- Clc1ccc2c(NCCNC3CCCCC3)ccnc2c1
  12.6µM*	2.0%	u	u	2.24µM*	u	15.5%	x	-95.4*
- CC(C)(CO)CNC(=O)c1ccc2nc(Cc3cccc(Cl)c3)oc2c1
  4.6%	-7.7%	-3.3%	0.2%	1.4%	1.8%	2.2%	i	1.2
- COc1ccc(OC)c(NC(=O)CSc2nc3ccccc3nc2N2CCCCC2)c1
  -31.5%	-8.4%	u	0.4%	39.5%[activator]	x	5.3%	i	x
- CC1CCCCN1C(=O)c1ccc(C(=O)Nc2ccc(F)cc2)cc1 (stereo unspecified)
  -16.0%	-27.1%	u	-6.6%	-6.8%	7.1%	0.0%	u	-2.4
- CCc1ccc(NC(=O)NC2CCCCCCC2)cc1
  0.9%	u	-0.4%	2.0%	90.6%[activator]	3.2%	3.2%	i	-71.0*
- Cc1ccc(N2CCN(c3ncnc4onc(-c5ccc(F)cc5)c34)CC2)c(C)c1
  -6.2%	-13.6%	-5.6%	0.7%	8.3%	x	-0.6%	i	x
- CN1CCN(Cc2nc3ccccc3c(=O)n2Cc2nc(-c3cccc([N+](=O)[O-])c3)cs2)CC1
  -23.7%	-12.3%	u	u	-37.0%[11.3 µM]	8.6%	28.3%	i	-78.3*
- COc1cccc(CC(NC(C)=O)C(=O)NC2CCN(C(=O)NCc3ccccc3)CC2)c1 (stereo unspecified)
  18.6%	-2.5%	15.0%	3.0%	-12.2%	-1.4%	0.2%	i	0.7
- O=C(COC(=O)C1=COCCO1)NCCCc1ccccc1
  2.4%	5.5%	21.1%	-6.5%	-13.3%	-9.2%	0.4%	u	3.8
- Cc1nc2ccccc2n1CC(=O)NCc1ccccc1
  -3.7%	u	-3.2%	-11.4%	-12.6%	-5.9%	0.0%	i	2.5
- O=C1CCC[C@@H]2Cc3nc4ccccc4cc3[C@@H]3CCN1[C@H]23
  -97.0%&-4.4%	u	-2.4%&-10.6%	1.4%	1.6%	10.8%	-0.2%	i	26.8
- Cc1ccc(Cl)cc1N1CCN(S(=O)(=O)c2ccc(-c3ccc(=O)[nH]n3)o2)CC1
  -0.1%	-14.5%	-6.2%	-3.6%	u	u	-0.6%	u	-3.7
- COc1ccc(N(C)S(=O)(=O)c2cccc(C(=O)Nc3nnc(C4CC4)s3)c2)cc1
  4.1%	u	19.6%	-4.2%	13.0%	3.1%	1.7%	u	50.6
- COc1ccc(C2c3c(ncn(CCCN4CCOCC4)c3=N)Oc3ccc4ccccc4c32)cc1OC (stereo unspecified)
  -73.9%	-18.1%	u	u	x	13.5%	7.1%	u	0.0
- Cc1ccc(C(=O)C[n+]2ccccc2C)cc1[N+](=O)[O-]
  -18.4%	-6.3%	-8.5%	2.6%	0.8%	-0.3%	4.3%	i	36.9
- CCc1cccc(NC(=O)NC2CCCCC2)c1
  -0.3%	12.7%	-0.4%	-3.6%	-18.9%	3.1%	-0.2%	i	-15.6
- O=C(NCCc1ccc(Cl)cc1)c1cc(=O)[nH]c2ccccc12
  -9.1%	-12.7%	-21.6%	-2.9%	-25.8%	3.1%	-0.2%	i	-1.8
- CC(CC(=O)OCC(=O)NCc1ccc(Cl)cc1)c1ccccc1 (stereo unspecified)
  2.9%	4.0%	4.8%	-1.9%	4.2%	7.3%	-1.1%	i	27.6

Hits appear at their usual frequency. About 8.8% of those tested had a hit in this group.
